CHOP UPR activ – apoptotic UPR (CHOP) activation; CHO-CHOP luciferase reporter, luminescence; percent of tunicamycin response over DMSO baseline; activation, % at 10 µM; actives 0.34% (n = 330,000); AID 449763;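 active means at 10 µM dose, activation of 40% or more, normalized to positive control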;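 further: 100% = tunicamycin at 10 µg/mL and 0% = DMSO alone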
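Test system: CHO-CHOP cells, stable luciferase reporter of PERK-eIF2a-CHOP signalling | Quantity: 500 CHO-CHOP cells per well | Buffer or medium: F12 plus 10% serum | Compound dosing: 10 µM single point, 0.5% DMSO | Schedule: 6 h compound treatment, 37 °C | Signal: Luciferase luminescence | Control set: Tunicamycin high control, DMSO low control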
XBP1 UPR activ – adaptive UPR (XBP1) activation | activation, % at 20 µM | AID 463104 | CHO-XBP1 luciferase reporter, IRE1-XBP1 UPR activation, luminescence; percent of tunicamycin response, DMSO as zero | actives 0.33% (n = 330,000);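 active means versus positive control, 20 µM dose yields 30% or more activation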;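 further: 100% = tunicamycin at 10 µg/mL and 0% = DMSO only wells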
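Material: CHO-XBP1 cells stably carrying IRE1-XBP1-driven luciferase reporter / Amount: 1000 cells per well / Compound: 20 µM, 1% DMSO / Times: 6 h treatment, 37 °C / Detection: luciferase luminescence / Measure: % activation of reporter signal versus tunicamycin and DMSO controls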
Mdm2-MdmX inh – inhibitors of human Mdm2/MdmX interaction. actives 3% (n = 330,000). SaOS-2 split-luciferase Mdm2/MdmX complementation, luminescence. O15151+Q00987. inhibition, % at 8 µM. AID 485346;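 active means inhibition of at least 50% at 8 µM in the primary screen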
697 NFkB inh – lowers PMA/ionomycin-induced NF-kB signal in 697 B cells. 697 B-cell NF-kB luciferase reporter, 16 h. inhibition, % at 4 µM. actives 0.33% (n = 330,000); in the data active means inhibition above about 35%
APJ antagonist – APJ receptor antagonism. CHO-K1 APJ beta-arrestin complementation, luminescence. inhibition, % at 20 µM. actives 0.32% (n = 330,000). AID 2521;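 active means inhibition above about 40% at 20 µM, limit read from the data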;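 further: cells challenged with 10 nM apelin-13 agonist together with compound; plate controls were apelin-13 plus DMSO wells for no effect and DMSO wells lacking apelin-13 for full effect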
Target sequence (P35414 whole entry, looked up): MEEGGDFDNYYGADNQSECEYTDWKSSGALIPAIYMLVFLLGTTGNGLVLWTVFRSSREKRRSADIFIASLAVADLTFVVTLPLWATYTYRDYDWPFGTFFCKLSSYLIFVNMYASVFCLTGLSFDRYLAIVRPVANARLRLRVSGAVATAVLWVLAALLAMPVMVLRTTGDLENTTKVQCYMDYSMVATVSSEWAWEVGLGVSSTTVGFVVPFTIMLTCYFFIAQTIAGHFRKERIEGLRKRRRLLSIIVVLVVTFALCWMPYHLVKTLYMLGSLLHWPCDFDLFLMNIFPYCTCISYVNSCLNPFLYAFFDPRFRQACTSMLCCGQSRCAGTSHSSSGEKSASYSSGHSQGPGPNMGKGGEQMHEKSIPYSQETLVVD
Jurkat NFkB inh – inhibitors of the PMA/ionomycin-induced NF-kB reporter in Jurkat cells; PMA/ionomycin-induced NF-kB luciferase reporter, luminescence; inhibition, % at 4 µM; actives 0.53% (n = 330,000); in the data active means inhibition above about 50%
APJ agonist – agonists of human APJ apelin receptor; actives 0.11% (n = 330,000); AID 2520; activation, % at 20 µM; CHO-K1 APJ PathHunter beta-arrestin, luminescence; 0% DMSO wells, 100% apelin; P35414;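 active means activation more than six SD over the plate average, tested at 20 µM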;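 further: 0% = DMSO alone and 100% = apelin-13 at 10 nM; some results filed as inactive read as strong as hits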
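Assay system – PathHunter CHO-K1 APJ (AGTRL-1) beta-arrestin reporter cells · Compound – one dose, 20 µM compound, 1% DMSO · Timing – compound 90 min 25 °C, reagent 1 h · Measured by – luminescence from split beta-galactosidase complementation, Galacton Star/Emerald II substrate · Measure – beta-arrestin recruitment to APJ as agonist activity, luminescent signal · Benchmarks – DMSO vs Apelin-13 10 nM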
tim23-1 inh – growth inhibitors of tim23-1 mutant yeast | S. cerevisiae tim23-1 growth, BacTiter-Glo luminescence, 24 h | inhibition, % at 20 µM | actives 1.3% (n = 330,000);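 active means growth inhibition of the mutant yeast at or above 50%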;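 further: temperature-sensitive mutant grown at 25 °C; plate controls were DMSO-treated mutant yeast for no effect and medium wells lacking yeast for full effect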
An asterisk follows results filed as active.

SMILES	CHOP UPR activ	XBP1 UPR activ	Mdm2-MdmX inh	697 NFkB inh	APJ antagonist	Jurkat NFkB inh	APJ agonist	tim23-1 inh
C=CCn1c(SCC(=O)Nc2ccc(NC(C)=O)cc2)nc2sc(C)c(C)c2c1=O	1.3	6	12	15	-17	-3	-3	13
COc1cc(C(N)=O)cc(Br)c1OC	-0.2	-2	59*	5	12	-5	-4	11
COc1ccc(CCNC(=O)COC(=O)c2ccc[nH]c2=O)cc1	-1.0	0	2	21	3	1	-2	-2
NC(=O)CC(NC(=O)Cc1ccc(Cl)cc1)c1ccc(N2CCN(c3ccccn3)CC2)c([N+](=O)[O-])c1 (centres undefined)	0.8	0	21	23	12	11	-2	11
CC(C)(C)C1COc2ccccc2N1C(=O)c1cccc(Cl)c1 (centres undefined)	-0.9	-5	18	-7	-1	-19	-3	15
COc1ccccc1OCC(=O)N(Cc1nc(-c2ccccc2)no1)C(C)C	-1.3	0	-18	2	2	-7	-3	23
CC(OC(=O)c1ccc(NS(=O)(=O)c2ccc3[nH]c(=O)[nH]c3c2)cc1)C(N)=O (centres undefined)	0.3	-5	22	2	9	19	0	-9
CCOc1ccccc1NS(=O)(=O)c1ccc(Br)s1	1.0	-5	17	12	3	-8	0	37
Cc1ccc2nc(-c3cccc(S(=O)(=O)N(C)C)c3)cn2c1	4.7	4	-78	-79	-6	-56	-1	14
Cc1ccc(CN(C)C(=O)COc2ccc(S(=O)(=O)N3CCCC3)cc2[N+](=O)[O-])c(C)c1	0.1	-1	16	18	0	13	-3	26
COc1ccc(C2c3ccc4ccccc4c3Oc3ncn4nc(Cc5ccccc5)nc4c32)cc1OC (centres undefined)	-1.0	0	33	8	8	-24	-1	10
CCn1c(SCC(=O)Nc2nccs2)nnc1-c1ccc(S(=O)(=O)N2CCCCCC2)cc1	-0.7	1	26	0	-1	48	-5	-3
CN1C(=O)C(O)(CC(=O)c2ccc3c(c2)OCO3)c2ccccc21 (centres undefined)	0.6	0	7	10	12	-3	8	-6
O=C(Cc1ccc(F)cc1)N/N=C/c1ccccn1	-1.5	-1	26	8	0	-6	-4	5
Cn1nccc1CNC(=O)c1ccnn1C	0.6	1	18	-4	2	12	-3	9
O=S1(=O)CCN(Cc2ccc(F)cc2)CC1	-0.5	-1	-13	-11	-2	5	-4	2
CC(C)NC(=O)c1ccc(-c2ccccc2C(F)(F)F)o1	4.8	6	6	-44	4	-17	-2	30
Cc1cc(C)n(-c2cc(=O)n(C)c(=O)n2C)n1	-1.6	-2	6	20	-11	-4	-1	13
C[C@H](NC(N)=O)C(=O)N1CCN(S(=O)(=O)c2ccc3ccccc3c2)CC1	3.5	-2	-18	16	6	10	0	-3
COC(=O)c1cc2sccc2n1Cc1nc(-c2ccc(Cl)cc2)oc1C	-2.0	-3	51*	5	5	3	-8	-5
O=C(OCCN1CCCCC1)c1cccc(Cl)c1	0.3	-2	-14	-72	10	-16	2	2
O=C(Nc1ccc(-c2nc3cc(Cl)ccc3o2)cc1)C1CCCO1 (centres undefined)	1.3	-2	-146	-263	6	-164	0	16
O=C(Nc1ccc2c(c1)OCO2)c1c(F)cccc1F	4.1	0	-42	-54	-11	-72	-2	9
Cc1ccccc1-c1ccc(C(=O)Nc2cccc(F)c2)o1	0.4	3	-68	-2	6	-35	-1	29
O=C(COc1ccccc1[N+](=O)[O-])N/N=C/C=C/c1ccco1	-0.3	6	-38	-6	-2	-50	-3	30
CCOC(=O)c1c(-c2ccc(C)o2)csc1NC(=O)CN1CCC(C(N)=O)CC1	-1.7	7	11	-1	23	-5	-2	13
CCc1nc(SCC(=O)Nc2cccc(C(F)(F)F)c2)c2c(=O)n(C)c(=O)n(C)c2n1	0.3	-4	34	-22	-2	-27	-2	6
O=C(CSCc1ccc(Cl)cc1)Nc1ccc(Br)cc1C(=O)O	-0.3	1	18	5	25	-1	-4	14
Cc1ccc(S(C)(=O)=O)cc1C(=O)Nc1ccc(S(=O)(=O)Nc2nccs2)cc1	2.1	-4	12	12	2	-10	-4	9
Cc1ccc(C(C(=O)NC2CCCCC2)N(C(=O)c2csnn2)C2CCCC2)o1 (centres undefined)	-1.8	-1	11	7	17	-11	1	16
CCOC(=O)c1[nH]c2ccc(C(=O)OC)cc2c1C(=O)OCC	1.3	3	9	2	8	5	-2	7
O=C(COC(=O)c1ncc(Cl)c(Cl)c1Cl)NC1CCCCCC1	0.1	2	3	9	-17	-2	-2	30
COC(=O)c1ccc(CN2C(=O)c3ccccc3C2=O)o1	-0.1	-5	-3	-9	17	2	-3	1
CS(=O)(=O)N(CC(=O)N1CCOCC1)c1cccc(Cl)c1Cl	1.8	-2	-3	-17	-20	-12	-2	-1
CCOC(=O)Cc1nn(Cc2nc(-c3ccc(C#N)cc3)cs2)c(=O)c2ccccc12	-1.9	0	23	-42	0	17	-4	21
COc1cc2c(cc1OC)CN(C(=O)c1ccccc1C(=O)O)CC2	0.4	0	-8	9	2	2	3	17
O=C(CS(=O)(=O)c1cn(Cc2ccc(F)cc2)c2ccccc12)N1CCOCC1	3.2	1	7	-35	6	-13	-1	24
COc1cc(/C=N/NC(=S)NC(C)C)ccc1OCC(=O)Nc1c(C)cc(C)cc1C	-1.0	-3	9	-19	-2	19	2	-12
O=C(CN1CC[n+]2c(-c3ccccc3)csc21)c1ccc(Br)cc1	1.4	1	4	19	15	-9	0	5
Cc1cn2c(-c3ccncc3)nnc2s1	-0.9	2	25	16	5	9	3	10
C[C@H](NC(=O)OCc1ccccc1)C(=O)N[C@@H](Cc1c[nH]c2ccccc12)C(=O)O	-1.9	2	-6	6	18	11	-3	-3
Cc1cccc(C(=O)OCc2cc3ccccc3[nH]c2=O)c1	-1.3	2	4	-6	13	-26	-2	-14
C[C@H](NS(=O)(=O)c1ccc(Cl)cc1)C(=O)OCC(=O)c1ccc[nH]1	-0.3	-3	-10	2	9	-1	-2	3
CCOc1ccc2nc(-c3ccccc3)[nH]c2c1	2.3	2	-78	-298	2	-36	3	-11
CCCN1CCC(=O)N(CCSc2ccc(NC(C)=O)cc2)CC1	0.0	1	-1	24	-3	7	0	0
CCOc1cc(/C=C2\C(=N)N3N=CSC3=NC2=O)ccc1OS(=O)(=O)c1ccccc1	-1.2	-7	18	44*	-3	8	3	20
CSc1nc(-c2ccccc2)nn1C(=O)c1ccco1	0.0	1	0	-3	0	-2	2	2
Cc1ccsc1C(=CCCN1CCC[C@@H](C(=O)O)C1)c1sccc1C	0.3	-3	19	-26	1	-10	-3	6

Copied from the results shown, 17 compounds:
SMILES	CHOP UPR activ	XBP1 UPR activ	Mdm2-MdmX inh	697 NFkB inh	APJ antagonist	Jurkat NFkB inh	APJ agonist	tim23-1 inh
Cc1ccc(S(C)(=O)=O)cc1C(=O)Nc1ccc(S(=O)(=O)Nc2nccs2)cc1	2.1	-4	12	12	2	-10	-4	9
Cc1ccc(C(C(=O)NC2CCCCC2)N(C(=O)c2csnn2)C2CCCC2)o1 (centres undefined)	-1.8	-1	11	7	17	-11	1	16
CCOC(=O)c1[nH]c2ccc(C(=O)OC)cc2c1C(=O)OCC	1.3	3	9	2	8	5	-2	7
O=C(COC(=O)c1ncc(Cl)c(Cl)c1Cl)NC1CCCCCC1	0.1	2	3	9	-17	-2	-2	30
COC(=O)c1ccc(CN2C(=O)c3ccccc3C2=O)o1	-0.1	-5	-3	-9	17	2	-3	1
CS(=O)(=O)N(CC(=O)N1CCOCC1)c1cccc(Cl)c1Cl	1.8	-2	-3	-17	-20	-12	-2	-1
CCOC(=O)Cc1nn(Cc2nc(-c3ccc(C#N)cc3)cs2)c(=O)c2ccccc12	-1.9	0	23	-42	0	17	-4	21
COc1cc2c(cc1OC)CN(C(=O)c1ccccc1C(=O)O)CC2	0.4	0	-8	9	2	2	3	17
O=C(CS(=O)(=O)c1cn(Cc2ccc(F)cc2)c2ccccc12)N1CCOCC1	3.2	1	7	-35	6	-13	-1	24
COc1cc(/C=N/NC(=S)NC(C)C)ccc1OCC(=O)Nc1c(C)cc(C)cc1C	-1.0	-3	9	-19	-2	19	2	-12
O=C(CN1CC[n+]2c(-c3ccccc3)csc21)c1ccc(Br)cc1	1.4	1	4	19	15	-9	0	5
Cc1cn2c(-c3ccncc3)nnc2s1	-0.9	2	25	16	5	9	3	10
C[C@H](NC(=O)OCc1ccccc1)C(=O)N[C@@H](Cc1c[nH]c2ccccc12)C(=O)O	-1.9	2	-6	6	18	11	-3	-3
Cc1cccc(C(=O)OCc2cc3ccccc3[nH]c2=O)c1	-1.3	2	4	-6	13	-26	-2	-14
C[C@H](NS(=O)(=O)c1ccc(Cl)cc1)C(=O)OCC(=O)c1ccc[nH]1	-0.3	-3	-10	2	9	-1	-2	3
CCOc1ccc2nc(-c3ccccc3)[nH]c2c1	2.3	2	-78	-298	2	-36	3	-11
CCCN1CCC(=O)N(CCSc2ccc(NC(C)=O)cc2)CC1	0.0	1	-1	24	-3	7	0	0

Carrying on:
SMILES	CHOP UPR activ	XBP1 UPR activ	Mdm2-MdmX inh	697 NFkB inh	APJ antagonist	Jurkat NFkB inh	APJ agonist	tim23-1 inh
CC(=O)N1CCOc2ccc(S(=O)(=O)NCC3CCC(C(=O)Nc4ccc(C)cn4)CC3)cc21 (centres undefined)	-0.2	-5	36	-25	-18	24	2	3
CCN(CC)S(=O)(=O)c1ccc(N2CCOCC2)c(NC(=O)c2ccc3c(c2)OCCO3)c1	-0.2	-3	20	24	-31	7	-3	11
CCOC(=O)N1CCN(C(=O)CNC(=O)c2ccc(Cl)cc2Cl)CC1	0.1	-1	-2	12	11	5	-1	2
O=C(O)c1ccc(C(=O)Nc2cccc3ccccc23)c(C(=O)O)c1	1.0	3	11	2	-35	10	4	-3
N#Cc1cccc2c1-c1ccccc1/C2=N/NC(N)=O	-0.4	0	26	26	-3	-16	-1	18
O=C(NCCCCCCNC(=O)C1CCCC1)C1CCCC1	-2.1	1	-17	2	-7	-7	-2	1
Cc1ccc(N2CCN(S(=O)(=O)c3ccc(Cl)s3)CC2C)cc1 (centres undefined)	-0.8	-7	-3	-2	-5	16	-3	44
O=[N+]([O-])c1cccnc1N1CCCCC1	-0.7	2	1	8	11	-2	-5	4
Cc1cccc(N2C(=O)C3CCC(c4ccccc4)CC3C2=O)c1 (centres undefined)	-1.2	-3	-18	-2	-21	8	-1	31
C/C(=N\NC(=O)c1ccc(NS(=O)(=O)c2cccs2)cc1)c1cccs1	0.6	2	-12	-7	5	-1	-1	3
CCOc1ccc(CN(CC)C(=O)c2ccc3c(c2)[nH]c(=O)c(=O)n3CC)cc1OC	-1.3	0	-11	1	-14	-2	3	5
CN1C(=O)C2(C(C#N)=C(N)N(c3cc(Cl)cc(Cl)c3)C3=C2C(=O)CCC3)c2ccccc21 (centres undefined)	0.6	1	49	27	-7	3	-3	1
CN(C)Cc1ccccc1Sc1ccc(Br)cc1	2.4	0	-9	4	7	11	-4	-6
Cc1cc(N/N=C/c2ccccc2)nc(NCc2ccccc2)n1	1.8	-1	45	-8	9	0	-1	1
O=[N+]([O-])c1ccccc1CSc1nnc2ccccn12	3.8	2	-12	-10	-3	-25	-1	14

From PubChem
